HT1080-NT tox = qHTS for induction of synthetic lethality in tumor cells producing 2HG: qHTS for the HT-1080-NT fibrosarcoma cell line | HT-1080-NT fibrosarcoma viability, CellTiter-Glo ATP luminescence, 48 h | Potency, µM (series often up to 46.1 µM), without a hit: at the highest dose activity, negative = less viability, most hits filed as cytotoxic | 360,000 tested, 1.6% active | AID 686970, 2013;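 note: NT is the 2HG producing partner of a matched IDH1 knockdown line; potency is the fitted concentration of half-maximal effect; 0% = DMSO-treated cells and -100% = media-only wells without cells; nearly all actives have a fitted effect of over 55% in size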
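Toxicity toward the 2HG-producing NT line was scored as %Activity, normalised to DMSO and no-cell wells, from CellTiter-Glo luminescence after 48 hours' treatment.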
KB-3-1 tox = qHTS assay for MDR1-selective chemotherapeutics: Primary screen using the parental adenocarcinoma cell KB-3-1; KB-3-1 viability, CellTiter-Glo ATP luminescence, 72 h; Potency, µM (highest dose often 46.1 µM), inactives show top-dose activity change, negative = cytotoxic, most hits filed as cytotoxic; 400,000 tested, 1.4% active; AID 1347075, 2019; note: potency is the fitted concentration of half-maximal effect; % is set by controls: 0 for no effect and ±100 for the full control effect; nearly all actives have a fitted effect of over 60% in size
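Luminescent ATP read-out (CellTiter-Glo) measures survival of drug-naive KB-3-1 cells after 72 h compound exposure at 37 °C. Titration series was screened from lowest to highest concentration, with DMSO vehicle plates as background controls.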
HepG2 viability = qHTS for Inhibitors of TGF-b: Cytotox Counterscreen; HepG2 CAGA-GFP viability, ATP luminescence, 18 h; Potency, µM (series often up to 46.1 µM), inactives show at the highest dose activity change, negative = cytotoxicity, usual class: cytotoxic; 410,000 tested, 0.76% active; note: potency is the fitted concentration of half-maximal effect; some results filed as inactive show a strong effect at the top dose
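HepG2 CAGA-GFP cells (1000/well, DMEM with 1% FBS) received compound, then TGF-beta at 500 pg/mL final, and were incubated 18 hours at 37 degrees C. Viability was read by CellTiter-Glo luminescence. Media-only wells were set as complete cell-killing and DMSO as no toxicity.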
MCF10A rerep = A quantitative high throughput screen for small molecules that induce DNA re-replication in MCF 10a normal breast cells; MCF 10A DNA re-replication, Hoechst nuclear intensity, 48 h; 350,000 tested, 2.9% active; Potency, µM (titrated, usually from 46.1 µM), without a hit: at the highest dose activity, positive = re-replication, hits mostly activators; AID 624296, 2012; note: potency is the fitted concentration of half-maximal effect; % of control where 0% means no effect; nearly all actives have a fitted effect of over 50% in size
SW480 rereplic = A quantitative high throughput screen for small molecules that induce DNA re-replication in SW480 colon adenocarcinoma cells. SW480 DNA re-replication, Hoechst DNA content imaging, 48 h. Potency, µM (highest dose often 46.1 µM), for the others: at the highest dose re-replication activation, hits mostly activators. 340,000 tested, 1.8% active. AID 624297, 2012; note: potency is the fitted concentration of half-maximal effect; % of control where 0% means no effect; nearly all actives have a fitted effect of over 55% in size
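SW480 cells exposed to compounds for 48 hr at 37 C, 5% CO2, then Hoechst-stained 40 min. Nuclear DNA content imaged by fluorescence scanning (405 nm excitation, 500-530 nm emission); re-replication scored as increased high-intensity nuclei.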
ATXN viability = Viability Counterscreen for Primary qHTS for Inhibitors of ATXN expression; AID 651635, 2014; 400,000 tested, 0.49% active; Potency, µM (doses to about 56.7 µM), most hits filed as cytotoxic; S2 cells (HEK-293 line with an ATXN2-luciferase reporter) viability, CellTiter-Fluor protease fluorescence, 24 h; note: potency is the fitted concentration of half-maximal effect; nearly all actives have a fitted effect of over 40% in size
ATXN2 expr inh = Primary qHTS for Inhibitors of ATXN expression | 360,000 tested, 0.72% active | Potency, µM (series often up to 57 µM), for the others: at the top dose activity change, negative = inhibition, hits mostly inhibitors | AID 1745845, 2022 | HEK-293 ATXN2-luciferase reporter, luminescence, 24 h; note: potency is the fitted concentration of half-maximal effect; % is set by controls: 0 for no effect and ±100 for the full control effect; nearly all actives have a fitted effect of over 55% in size
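ATXN2-luciferase reporter cells (luciferase flanked by upstream and downstream ATXN2 gene portions) were treated 24 h at 37 °C with compounds at up to 57 uM. SteadyGlo luminescence gave expression; GF-AFC fluorescence gave viability.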
IL1B secr inh = qHTS for Inhibitors of Inflammasome Signaling: IL-1-beta AlphaLISA Primary Screen. activity change, % at 57.5 µM. 360,000 tested, 4.7% active. AID 743279, 2014. THP-1 LPS/ATP IL-1B secretion, AlphaLISA, 16 h; stronger effect = lower value; in the data active = activity change below about -50%; inconclusive = mostly about -30% to -49%; note: % is set by controls: 0 for no effect and ±100 for the full control effect
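THP-1 cells pretreated 1 hr with compounds (up to 57.5 uM final), then stimulated with LPS (250 ng/mL final) plus ATP (1.25 mM final); secreted IL-1B measured by AlphaLISA after 16 hr, decreased signal indicating inhibition.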
HT1080 IDH1KD tx = qHTS for induction of synthetic lethality in tumor cells producing 2HG: qHTS for the HT-1080-IDH1KD cell line; HT-1080 IDH1 knockdown viability, ATP luminescence, 48 h; Potency, µM (top dose mostly 46.1 µM), for inactives: at the top dose activity, negative = toxicity, usual class: cytotoxic; 360,000 tested, 2% active; AID 686971, 2013;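 note: potency is the fitted concentration of half-maximal effect; 0% = DMSO wells and -100% = cell-free medium wells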
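HT-1080-IDH1KD cells (IDH1 knocked down), 750/well in RPMI with 5% FBS, treated with compound 48 h at 37 degrees C. Viability by CellTiter-Glo luminescence, normalised to DMSO and no-cell wells; concentration-response curves classed.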
* marks the source's active call; other numbers are inactive results; i = inactive; ? = inconclusive; · = no result given; [ ] = dose if it differs, or a comment. Unless noted, calls come from the whole dose curve; as a rule, active = well fitted curve in the direction sought with a large enough effect; inconclusive = small, poorly fitted or top-dose-only effect, or another doubt; inactive = no such curve, though single readings can be large; an effect the other way counts as inactive or inconclusive.

SMILES | HT1080-NT tox | KB-3-1 tox | HepG2 viability | MCF10A rerep | SW480 rereplic | ATXN viability | ATXN2 expr inh | IL1B secr inh | HT1080 IDH1KD tx
CCSC1=N/C(=C\c2cccnc2)C(=O)N1c1ccccc1 | 8% | 14% | -1% | ? | ? | i | -4% | -3 | 1%
CC(C)(C)C1(O)CC(C(F)(F)F)=NN1C(=O)CCc1ccccc1 (configuration not stated) | -12% | 1% | -19% | 4% | -1% | i | · | 0 | -12%
COc1ccccc1NC(=O)C1CC(C(C)C)OC1=O (configuration not stated) | ? | 14% | 8% | ? | -44%[inhibitor] | ? | 17% | 18 | 23%
COc1ccc(NC(=O)N(Cc2cc3cc(OC)c(OC)cc3[nH]c2=O)CC2CCCO2)cc1 (configuration not stated) | 4% | -8% | -25% | -6% | -3% | i | · | -9 | -2%
CC(C)(C)OC(=O)N[C@@H](Cc1ccccc1)[C@H](O)c1ccco1 | 19% | 4% | 0% | 10% | 1% | i | 4% | -3 | 9%
CC1(C)N=C(N)N=C(N)N1c1ccccc1 | 3.7µM* | ? | -54% | ? | 17% | i | 3% | -7 | 1.6µM*
COc1cccc(C(=O)N/N=C(\C)c2cccc(NC(=O)c3ccc(F)cc3)c2)c1OC | -19% | · | 1% | ? | -3% | ? | -13% | 8 | 0%
CCOC(=O)N1CCN(C(=O)CSC2=NS(=O)(=O)c3ccccc3N2)CC1 | -8% | -6% | 11% | -1% | ? | i | -1% | -4 | -2%
CCOC(=O)C1(C)CCN1C(=O)c1ccc(C(=O)OC)cc1 (configuration not stated) | 15% | 0% | -22% | · | · | i | 7% | 19 | 21%
CCc1ccc(C(C(=O)NC2CCCC2)N(C(=O)c2csnn2)C2CC2)cc1 (configuration not stated) | 7% | 2% | 2% | 0% | -2% | i | 12% | 5 | 9%
O=C(O)c1ccccc1Nc1ccccc1C(=O)O | -9%[9.24 µM] | -13% | -5% | -3% | 12% | i | -10% | -8 | -13%
COc1ccc(-c2noc(CCCC(=O)Nc3ccc(C(N)=O)cc3)n2)cc1OC | 15% | ? | 3% | 1% | -8% | i | -18% | 8 | 14%
COc1cc(C(=O)N2CCN(C/C=C/c3ccccc3)CC2)cc(OC)c1OC | -12% | 0% | 0% | 1% | -4% | i | -5% | 14 | 2%
CCCCS(=O)CC(CS(=O)CCCC)OC(=O)c1ccccc1 (configuration not stated) | -3% | 18% | 28% | 5% | -5% | i | -8% | 3 | -1%
COc1cc(C)c(Cl)cc1S(=O)(=O)NCc1ccccn1 | 15% | -4% | -5% | 5% | -2%[1.84 µM] | i | 2% | -17 | 13%
COc1ccc(C(=O)NCC2(c3ccc(OC)c(OC)c3)CCCC2)c(OC)c1 | 0% | 4% | -28% | 15% | 11% | ? | -24% | 11 | 0%
CC(C)CN(C(=O)COC(=O)c1cccs1)c1c(N)n(Cc2ccccc2)c(=O)[nH]c1=O | 7% | -1% | -2% | · | · | i | · | -17 | 2%
O=C(CN1CCN(Cc2ccc(Cl)cc2)CC1)N/N=C/c1c[nH]c2ccccc12 | -8% | 5% | -17% | 11% | -3% | i | 2% | -14 | -17%
Cc1ccc(S(=O)(=O)C(CNC(=O)C(=O)NCCc2ccc(Cl)cc2)c2cccs2)cc1 (configuration not stated) | · | -1% | -17% | · | · | i | 5% | · | ·
Cc1ccc(S(=O)(=O)c2nc(NCCN(C)C)sc2Cl)cc1 | -4% | 1% | 0% | 1% | -1% | i | 3% | -13 | -13%
O=C(NCC1CC1)C1Cc2c(-c3cccc(F)c3)ccnc2O1 (configuration not stated) | ? | 0% | -3% | · | · | i | 12% | -14 | 6%
Cc1ccc(C(=O)NCCCC(=O)O)o1 | 14% | -6% | -1% | 6% | 7% | i | 22% | -18 | 12%
CCOC(=O)C1C(=O)C=C(/C=C/c2ccccc2)CC1c1ccc(Cl)cc1 (configuration not stated) | -4% | 6% | -26% | 3% | ? | i | -25% | -26 | -7%
Cc1occc1-c1nnc(SCC(=O)NCCc2ccccc2)o1 | 5% | ? | -3% | 12% | -3% | i | 5% | 2 | 7%
Cc1nc(N)nc(N/N=C/c2ccccc2)n1 | -1% | -8% | 0% | ? | -16% | i | -9% | 38 | 9%
Cc1cccc(CNC(=O)CCCN2C(=O)CCn3nc(-c4cccn4C)cc32)c1 | · | 6% | -3% | · | · | ? | -1% | · | ·
O=C(Nc1ccc2oc(-c3ccccc3)nc2c1)c1ccccc1F | -6% | 12% | -3% | 17% | -1% | ? | 33%[activator] | -1 | -12%
COc1ccc(NC2CC(=O)NC2=O)cc1 (configuration not stated) | -1% | 5% | -6% | -13% | -1% | i | 0% | 6 | -1%
O=C(CSc1ccccc1C(=O)NCc1ccccc1)NC1CCCCCCC1 | 5% | -2% | 1% | 23% | 11% | ? | 7% | -101* | 1%
CN(C)C(CNC(=O)CCS(=O)(=O)c1ccccc1)c1ccccc1 (configuration not stated) | -13% | 9% | -35% | -2% | -5% | i | 9% | 27 | -1%
COc1cc([C@H]2[C@@H]3CCCC[C@]3(O)CCN2CC(=O)Nc2ccc(C)cc2)ccc1O | -1% | -3% | -48% | 12% | 10% | ? | 6% | 1 | -3%
CC(C)C(=O)Nc1ccc(C(=O)NNC(=O)c2cccs2)cc1 | 1% | 13% | 25% | 6% | -5% | i | 9% | 7 | 0%
C=CCNC(=S)N/N=C(\C)c1cc(OC)c(OC)c(OC)c1 | -8% | -2% | -30% | -8% | -13% | i | -1% | 0 | -8%
CC1(C)CC(=O)C=C(NCCN2CCN(C(=O)Nc3ccc(Cl)cc3)CC2)C1 | 2% | 9% | 14% | 1% | -7% | i | -15% | -17 | 6%
Cc1cccc(-n2ncc3c(NCc4ccccc4)ncnc32)c1 | ? | 3.3µM* | -21% | 6.5µM* | 16µM* | ? | 12% | 23 | 18µM*
Cc1ccc2nc(NC(=O)COc3ccc(F)cc3)sc2c1 | · | -6% | 0% | · | · | i | 9% | · | ·
O=CN1N=C(c2ccccc2)CC1c1ccccc1[N+](=O)[O-] (configuration not stated) | -2% | -3% | 10% | -3% | 5% | i | 8% | 5 | 3%
Cc1ccc(-n2nnnc2SCC(=O)NC2CCCc3ccccc32)c(C)c1 (configuration not stated) | -12% | -10% | -31% | ? | 21% | ? | ? | -73* | -21%
Cc1ccc(S(=O)(=O)C2(C(=O)Nc3nccs3)CC2)cc1 | 13% | 9% | -64% | 1% | -15% | i | 0% | 18 | 11%
O=C(COC(=O)c1ccccc1O)Nc1cccc(S(=O)(=O)N2CCCC2)c1 | 1%[9.24 µM] | 11% | 1% | 22% | -27% | i | -4% | 6 | 1%
CCN1C(=O)c2ccccc2Sc2ccc(NC(C)=O)cc21 | · | ? | -2% | · | · | i | -7% | · | ·
O=C(CN1N=C(c2ccccc2)CCC1=O)NCCCN1CCc2ccccc2C1 | 11% | 9% | 0% | 11% | -2% | i | 1% | 4 | 16%
COc1ccc(-n2ncc3c(NCCCN4CCOCC4)ncnc32)cc1 | 5% | 14% | -15% | -4% | -2% | i | 18% | -2 | 6%
CCOc1cccc(=O)c2c(C)n(Cc3ccco3)c(C)c12 | 5% | 1% | 0% | -1% | -6% | · | · | -7 | 1%
O=[N+]([O-])c1[nH]cnc1/C=C/c1ccccc1 | -8% | -8% | 1% | ? | -3% | i | 31% | 1 | -21%
Cc1nnc(SCC(=O)N/N=C/c2cc(Cl)c(O)c(Cl)c2)s1 | 9% | -3% | -5% | -1% | 3% | i | -12% | 10 | 23%
CCCCCN1C(C(=O)c2ccccc2)=C(NC(=O)c2ccc(OC)cc2)c2ccccc2S1(=O)=O | · | ? | -24% | · | · | i | 12% | · | ·
CCCc1c(C(=O)Nc2ccc(OC)cc2)cnn1-c1ccccc1 | -7% | 1% | -16% | 10% | -6% | i | · | -6 | -1%
COCCn1c(SCC(=O)c2cc(C)ccc2C)nc2cc(C(=O)NC3CCCC3)ccc2c1=O | · | 10% | -7% | · | · | i | 1% | · | ·
CCOC(=O)C1CCCN(C(=O)c2cc3ncc(Br)cn3n2)C1 (configuration not stated) | 12% | 15% | 3% | -8% | 0% | i | 2% | 16 | 13%
COc1ccc(NC(=S)NCc2ccc(Cl)cc2)c(OC)c1 | 0% | -1% | -23% | -4% | -6% | i | · | 2 | 6%
COc1cc(C(=O)NCCC(=O)NCCc2ccc(Cl)cc2)cc(OC)c1OC | 3% | 19% | 4% | 9% | 6% | i | 0% | 5 | 20%
O=C(CC1CCCCC1)Nc1ccccc1-c1ccccc1 | 2% | 1% | -23% | ? | 1% | i | · | -4 | 5%
CCOC(=O)C1CCN(S(=O)(=O)c2c(C)[nH]c(C)c2C(=O)N2CCCCC2)CC1 | -2% | -5% | -5% | 2% | 34% | i | 3% | -17 | -10%

An excerpt from above, reduced to ATXN viability, HT1080 IDH1KD tx and MCF10A rerep.
| compound | ATXN viability | HT1080 IDH1KD tx | MCF10A rerep |
| --- | --- | --- | --- |
| Cc1cccc(-n2ncc3c(NCc4ccccc4)ncnc32)c1 | ? | 18µM* | 6.5µM* |
| O=C(CSc1ccccc1C(=O)NCc1ccccc1)NC1CCCCCCC1 | ? | 1% | 23% |
| CC(C)(C)C1(O)CC(C(F)(F)F)=NN1C(=O)CCc1ccccc1 (configuration not stated) | i | -12% | 4% |
